# Compound activity: PubChem BioAssay, NMMLSC
# GRK2 aptamer HTS: blocks RNA aptamer binding to human GRK2 | P25098 | bead flow cytometry, FAM-aptamer displacement from GRK2 | inhibition of aptamer binding, % at 10 µM | actives 0.59% (n = 330,000);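 active = inhibition of aptamer binding above 40%, roughly 3 SD of noise, on plates passing a quality check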;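 also: median bead fluorescence of bound FAM aptamer so fluorescent compounds give negative values; no value below 0 was filed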
# Target sequence (P25098 whole entry, looked up): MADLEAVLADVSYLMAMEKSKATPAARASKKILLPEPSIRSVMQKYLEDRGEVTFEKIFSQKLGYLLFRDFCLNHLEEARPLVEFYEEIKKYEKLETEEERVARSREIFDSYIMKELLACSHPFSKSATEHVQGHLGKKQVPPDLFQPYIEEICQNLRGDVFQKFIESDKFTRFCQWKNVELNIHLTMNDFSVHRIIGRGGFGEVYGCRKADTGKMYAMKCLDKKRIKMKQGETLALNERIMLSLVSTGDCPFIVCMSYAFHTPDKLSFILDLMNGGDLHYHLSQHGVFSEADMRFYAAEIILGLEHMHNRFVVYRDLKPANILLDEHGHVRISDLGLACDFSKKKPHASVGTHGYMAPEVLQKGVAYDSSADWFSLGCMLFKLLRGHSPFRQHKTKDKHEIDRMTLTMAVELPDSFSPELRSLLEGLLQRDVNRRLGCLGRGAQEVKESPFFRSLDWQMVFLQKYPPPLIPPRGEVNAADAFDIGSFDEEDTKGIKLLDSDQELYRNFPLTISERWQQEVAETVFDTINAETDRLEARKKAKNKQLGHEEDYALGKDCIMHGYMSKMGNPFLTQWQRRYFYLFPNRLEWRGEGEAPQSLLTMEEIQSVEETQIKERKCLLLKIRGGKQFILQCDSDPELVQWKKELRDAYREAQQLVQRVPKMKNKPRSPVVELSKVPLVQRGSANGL
# MEP2-GFP yeast: yeast TOR pathway MEP2-GFP modulation; actives 0.51% (n = 330,000); GFP response vs DMSO, % at 10 µM; S. cerevisiae MEP2-GFP strain, flow cytometry GFP, 3 h; 100% = DMSO control level; AID 2016;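 active = GFP response versus DMSO above a set limit, roughly screen mean plus 3 SD, cut at about 180% in these data; inconclusive = fewer than 70 cells counted for a yeast strain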;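 also: median GFP fluorescence of the barcode-gated MEP2-GFP cells per well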
# LAP4 TOR yeast: alters LAP4-GFP fluorescence in TOR pathway yeast screen. AID 2023. GFP response vs DMSO, % at 10 µM. actives 0.34% (n = 320,000). S. cerevisiae LAP4-GFP multiplex, flow cytometry GFP, 3 h; median GFP as percent of DMSO wells;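 active = GFP response vs DMSO above a set limit, about the screen mean plus 3 SD, cut at about 150% in these data; inconclusive = under 70 cell events counted for the yeast strain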
# CIT2 TOR yeast: yeast TOR pathway CIT2-GFP modulation. actives 0.065% (n = 320,000). AID 2029. GFP response vs DMSO, % at 10 µM. S. cerevisiae CIT2-GFP strain, flow cytometry, 3 h; 100 means same as DMSO wells;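 active = GFP response relative to DMSO above a set limit, near the screen mean plus 3 SD, cut at about 150% in these data; inconclusive = Fewer than 70 cells measured for a yeast strain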;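 also: ratio of well median GFP fluorescence to mean of DMSO wells on the plate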
# AGP1-GFP MLPCN: yeast TOR pathway AGP1-GFP modulation; S. cerevisiae AGP1-GFP multiplex flow cytometry, 3 h; GFP as percent of DMSO wells; actives 0.02% (n = 320,000); GFP response vs DMSO, % at 10 µM;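 active = GFP response relative to DMSO above a set limit, near screen average plus 3 SD, cut at about 150% in these data; inconclusive = fewer than 70 cells counted for the yeast strain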;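 also: median GFP channel fluorescence of the gated AGP1 strain per well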
# RPL19A TOR yeast: alters RPL19A-GFP fluorescence in TOR pathway yeast screen. S. cerevisiae RPL19A-GFP strain, flow cytometry, 3 h; stronger effect = lower value. percent response vs DMSO, % at 10 µM. actives 0.3% (n = 330,000);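 active = percent response vs DMSO below 50%; inconclusive = fewer than 70 events counted for the yeast strain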;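 also: median channel GFP fluorescence of the barcoded RPL19A-GFP strain; ratio of sample median GFP to plate DMSO average so 100% = DMSO; lower means less RPL19A-GFP as with rapamycin TOR inhibition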
# VLA-4 inh: inhibition in a human VLA-4 binding assay | P13612 | VLA-4 expressing cells, ligand binding flow cytometry | inhibition, % (about 7 µM as worked out from the volumes in the protocol) | actives 0.2% (n = 330,000) | AID 2557; in the data active = inhibition above about 50%
# Yeast superoxide: lowers age-related superoxide in aged yeast cells; actives 0.18% (n = 330,000); AID 2690; S. cerevisiae aged cells, superoxide DHE fluorescence; stronger effect = lower value; superoxide response (% of plate mean), % at 10 µM;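 active = superoxide response under a set limit, about three screen SD below normal, cut at about 65% in these data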;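 also: yeast aged for seven days with compound at 30 °C before DHE staining; 100% = average MFI of all compound-treated wells on the plate with controls excluded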
# * hit, by the source's call; ? = inconclusive; / = no result given; [ ] = dose if it differs, or a comment.
SMILES,GRK2 aptamer HTS,MEP2-GFP yeast,LAP4 TOR yeast,CIT2 TOR yeast,AGP1-GFP MLPCN,RPL19A TOR yeast,VLA-4 inh,Yeast superoxide
Cc1ccc(N(Cc2ccc(C(=O)NCCSc3ccccn3)cc2)S(C)(=O)=O)cc1C,0,106,103,103,100,103,25,96
O=c1[nH]c(-[n+]2ccccc2)c(/C=N/NC([S-])=Nc2ccccc2)s1,1,103,106,93,100,95,-4,74
Cc1nc(CS(=O)(=O)c2ccccn2)sc1C(=O)NNC(=O)c1ccc(Cl)cc1,0,100,97,94,102,98,15,105
COc1cccc(NC(=O)COC(=O)c2ccccc2F)c1,0,104,101,92,92,104,14,99
Cc1ccc(Oc2nc(-c3ccccc3)ncc2S(C)(=O)=O)cc1,1,100,107,97,101,99,13,90
COc1ccc(NC(=O)CN(C)C(=O)c2cn(-c3ccccc3)nc2-c2cccs2)cc1,3,98,105,100,104,101,4,112
COC(=O)CCC(=O)Nc1ccc(S(=O)(=O)N2CCc3ccccc32)cc1,1,99,84,111,104,105,10,108
CCN(CC)S(=O)(=O)c1ccc(S(=O)(=O)N2CCN(CCC#N)CC2)cc1,3,109,101,103,102,103,14,96
COc1ccc(C(=O)NNC(=O)c2ccc(S(=O)(=O)N3CC(C)OC(C)C3)cc2)cc1 (stereo unspecified),2,115,98,103,107,119,4,99
COc1nc(Nc2cccc(F)c2)nc(OC)n1,0,102,105,93,94,97,-1,95
O=C(c1ccccc1)N(C1=NCCCCS1)c1ccccc1,1,104,92,106,103,108,4,105
CN1CCN(C(=O)c2ccc3c(c2)NC(=O)/C(=C/c2ccccc2)S3)CC1,0,100,95,111,107,102,9,115
O=C(Nc1ccc(Cl)cc1)C1CCCN(S(=O)(=O)c2cnc[nH]2)C1 (stereo unspecified),2,107,104,100,111,102,-16,88
Cn1cccc1C(=O)NC(=O)COC(=O)c1ccc(S(C)(=O)=O)c([N+](=O)[O-])c1,4,98,95,97,98,103,22,115
Cc1ccc(C2(c3noc(CN(C)Cc4cnn(C)c4)n3)CCCC2)cc1,0,95,96,98,99,95,-6,115
Nc1nnc(SCc2cn3cc(Cl)ccc3n2)s1,6,100,87,104,94,98,1,81
Cn1c(=O)n(CCO)c(=O)c2c1nc(Br)n2Cc1ccccc1,0,103,97,107,101,100,-5,102
CSc1ccccc1OCc1cc(C(=O)N2CCCC(C)C2)no1 (stereo unspecified),0,98,97,97,94,99,-6,116
O=C(O)CNC(=O)C(c1ccccc1)c1ccccc1,3,95,91,92,102,96,9,104
COc1ccc(-c2noc(C3CCCN(S(=O)(=O)c4cccc(Cl)c4)C3)n2)cc1OC (stereo unspecified),3,104,100,107,106,99,5,89
CC(/C=N/NC(=O)Cc1cccs1)=C\c1ccco1,4,104,105,102,102,103,7,117
Cc1nn(Cc2ccccc2Cl)c(C)c1NC(=O)CCCn1nc([N+](=O)[O-])c(Cl)c1C,12,113,101,94,103,106,1,108
Cc1nn(CC(=O)Nc2ccc(N3CCOCC3)cc2)c(C)c1Br,2,87,83,/,91,108,7,110
OCCC1CN(Cc2cc3c(cc2Cl)OCO3)CCN1Cc1ccccc1 (stereo unspecified),0,100,99,103,109,102,0,105
Cn1nc(C(=O)NCc2ccco2)c2ccccc2c1=O,1,99,94,98,97,95,7,109
COc1ccc(Br)cc1S(=O)(=O)N1CCCc2ccccc21,0,94,95,99,98,97,-6,93
CC(=O)c1ccc(OC(=O)CCNC(=O)c2ccccc2)cc1,0,95,99,93,97,98,-8,127
Cc1cc(Br)c(NC(=O)c2ccccc2[N+](=O)[O-])cc1C,8,95,105,93,98,94,-11,115
CCOC(=O)N1CCC(NC(=O)CS(=O)(=O)Cc2nc(-c3ccc(OC)cc3)oc2C)CC1,0,96,99,103,97,92,-6,113
CC1CCCCN1S(=O)(=O)c1ccc(C(=O)N(CCCN(C)C)c2nc3ccc(Br)cc3s2)cc1 (stereo unspecified),0,86,93,102,98,91,5,99
O=C(O)C1CC(=O)N(C2CCCCC2)C1c1ccccc1 (stereo unspecified),0,98,94,97,95,94,4,95
CC1CCN(Cc2nnnn2CCCC(=O)NCC(C)(C)N2CCOCC2)CC1,3,114,98,99,103,106,3,103
Cc1ccc(S(=O)(=O)NC(=O)NCc2ccccc2)cc1,0,104,96,96,82,97,3,92
CCCN(CCC)CC(O)CN(c1cc([N+](=O)[O-])ccc1OC)S(=O)(=O)c1ccccc1 (stereo unspecified),14,110,103,103,104,102,-7,110
COc1ccc(OC)c(CCNC(=O)c2ccc3c(c2)N(Cc2ccccc2)CCS3)c1,2,98,94,103,101,102,24,104
COc1ccccc1Nc1nc(C)cc(C)n1,0,108,88,110,106,106,1,91
C=CC[C@@H](CC(=O)N(CCO)Cc1ccccc1)C(=O)N[C@H](COC(=O)[C@@H](CC=C)Cc1ccc(F)cc1)Cc1ccccc1,2,100,86,90,90,97,13,112
CCCCCc1nnc(NC(=O)OCCC)s1,0,99,112,94,95,97,1,93
Cc1ccc(-n2nnnc2SCC(=O)Nc2sc(C)c(C)c2C#N)cc1C,1,107,106,112,106,108,-6,89
CCC1(CC)C(=O)N(C)C(=O)NC1=NCc1ccccc1,0,86,91,97,90,91,2,87
CC(=O)c1ccc(N(C(=O)Cn2nnc(-c3ccccc3)n2)C(C(=O)NC2CCCCC2)c2ccccn2)cc1 (stereo unspecified),0,106,118,89,102,91,-15,112
Cc1noc(C)c1-c1nc(CSc2ccc(Cl)cc2)no1,2,105,/,/,/,103,5,101
CCOC(=O)c1cc(NC(=O)CN2CCCC2)cc(C(=O)OCC)c1,0,99,101,91,91,99,9,101
O=C(NC1CCCCC1)C(c1ccccn1)N(C(=O)c1csnn1)c1ccccc1 (stereo unspecified),0,108,98,97,104,102,11,92
O=C(CN1C(=O)/C(=C/c2ccccc2F)Sc2ccccc21)N1CCN(c2ccccn2)CC1,0,101,115,96,106,97,11,89
CCOC(=O)c1ccc2c(c1)nc(-c1ccc(F)cc1)c1nccn12,0,100,98,105,98,101,2,86
Cn1cccc1CC(=O)N/N=C/C(Cl)=C/c1ccccc1,1,101,104,94,101,102,-7,99
Cc1cnc(NC(=O)CN2C(=O)C3CC=CCC3C2=O)s1 (stereo unspecified),2,107,102,100,100,100,17,137
O=C(CCc1nc(-c2ccccc2Cl)no1)NCC1CCCO1 (stereo unspecified),0,97,99,93,95,96,-2,106
O=C(CSc1nnc2n(C3CCCCC3)c(=O)c3ccccc3n12)OC1CCCCC1,4,106,101,103,104,100,11,80
Cc1cc(C)cc(OCc2ccc(C(=O)N3N=C(C(F)F)CC3(O)C(F)F)o2)c1 (stereo unspecified),2,103,99,94,96,97,16,100
Fc1ccc(C(Nc2ccccn2)c2c[nH]c3ccccc23)cc1 (stereo unspecified),0,102,98,100,96,102,10,94
Nc1c(C(=O)NCc2ccco2)c2nc3ccccc3nc2n1CCc1ccccc1F,4,99[may fluoresce violet],98[may fluoresce violet],?,68[may fluoresce violet],97[may fluoresce violet],2,113
COCc1ccc(-c2c(-c3ccc(OC)cc3)oc(=O)c3cc(OC)c(OC)cc23)cc1,10,89,80,62,68,98,7,93
COc1ccc(NC(=O)CSc2nnc(-c3ccco3)c(-c3ccco3)n2)cc1OC,0,107,97,95,101,98,-2,102
c1csc(-c2nc(-c3ccc(-c4ccon4)s3)no2)c1,0,105,112,115,110,100,-6,124
O=C(NC1CCCCC1)C(c1ccncc1)N(Cc1ccc2c(c1)OCO2)C(=O)c1cnsn1 (stereo unspecified),0,93,89,96,93,91,9,102
COc1cc(N)c(Cl)cc1C(=O)OCC(=O)Nc1ccc(N2CCOCC2)cc1,0,92,92,89,93,96,-14,93
COc1cc(CN(C)CC2CCCN(CCc3ccc(F)cc3)C2)c(Cl)cc1O (stereo unspecified),0,112,85,125,102,104,9,94
CC(OC(=O)c1ccc2c(c1)S(=O)(=O)c1ccccc1C2=O)C(N)=O (stereo unspecified),3,95,113,88,97,96,9,110

# Rewritten with two lines to a compound: part of the list above
# Each structure is followed by: GRK2 aptamer HTS	MEP2-GFP yeast	LAP4 TOR yeast	CIT2 TOR yeast	AGP1-GFP MLPCN	RPL19A TOR yeast	VLA-4 inh	Yeast superoxide
- O=C(O)CNC(=O)C(c1ccccc1)c1ccccc1
 : 3	95	91	92	102	96	9	104
- COc1ccc(-c2noc(C3CCCN(S(=O)(=O)c4cccc(Cl)c4)C3)n2)cc1OC (stereo unspecified)
 : 3	104	100	107	106	99	5	89
- CC(/C=N/NC(=O)Cc1cccs1)=C\c1ccco1
 : 4	104	105	102	102	103	7	117
- Cc1nn(Cc2ccccc2Cl)c(C)c1NC(=O)CCCn1nc([N+](=O)[O-])c(Cl)c1C
 : 12	113	101	94	103	106	1	108

# Carrying on:
SMILES,GRK2 aptamer HTS,MEP2-GFP yeast,LAP4 TOR yeast,CIT2 TOR yeast,AGP1-GFP MLPCN,RPL19A TOR yeast,VLA-4 inh,Yeast superoxide
CCCCNS(=O)(=O)/C=C/c1ccccc1,0,102,101,97,100,103,24,84
C/C=C/C=C/C(=O)Nc1nccs1,5,116,100,96,97,95,13,90
COc1ccc(CN2C(=O)c3ccccc3C(/C=N\OCc3ccc(F)cc3)C2=O)cc1 (stereo unspecified),4,101,104,90,96,99,21,106
COc1c(O)cccc1/C=N/NC(=O)Cn1ccnc1C,0,108,111,115,114,104,-2,105
CN1C(=O)CC(N2CCN(C(=O)c3ccccc3)CC2)C1=O (stereo unspecified),2,76[may fluoresce red and violet],?,?,?,?,1,103
CCOC(=O)c1c(NC(N)=O)nc2n1CCC2,0,105,96,99,103,104,-2,90
COc1ccc(/C=C/C(=O)c2ccc3c4c(cccc24)CC3)cc1,3,96,92,110,95,99,16,97
COC(=O)c1ccc(C2SCC(=O)N2Cc2ccccc2)cc1 (stereo unspecified),0,95,94,91,93,98,5,87
C#Cc1ccc([C@@H]2C=C(C(=O)Nc3ccccc3)O[C@H](OCC)[C@H]2CCCO)cc1,3,90,103,85,82,98,-6,91
CC(CCc1ccccc1)NC(=O)CNC(=O)c1cccs1 (stereo unspecified),2,105,101,104,106,100,0,92
COc1ccc(S(=O)(=O)n2cccc2)cc1OC,18,98,83,98,94,107,23,97
O=C(NCCN1CCN(C(=O)c2cccc([N+](=O)[O-])c2)CC1)C(=O)NCc1ccc(Cl)cc1,0,105,101,109,101,103,0,126
Cc1ccc(CNC(=O)CCS(=O)(=O)c2cccc3nonc23)cc1,0,101,94,103,99,98,0,101
COc1cc(/C=N/NC(=O)c2cccnc2)cc(Br)c1O,0,98,95,94,97,97,7,95
CCCCn1c(N)c(N(CC)C(=O)CSc2nnnn2-c2cc(C)ccc2C)c(=O)[nH]c1=O,2,100,99,95,102,96,-10,77
OC(CNCc1cccc(Br)c1)c1ccccc1 (stereo unspecified),1,99,106,103,106,95,6,86
N/C(=N\c1nc2ccccc2o1)NC(=O)c1ccccc1NC(=O)c1ccccc1,0,96,90,96,103,102,-18,102
Cn1c(SCC(=O)c2ccccc2)nnc1-c1ccc(O)cc1,0,103,101,102,100,100,2,93
O=C(CN1C(=O)NC2(CCCC2)C1=O)OCCOc1ccc(Cl)cc1,3,103,105,97,107,101,1,112
CCOc1ccc(N2C(=O)CC(N3CCC(O)(c4ccc(Br)cc4)CC3)C2=O)cc1 (stereo unspecified),2,103,100,92,96,98,-2,103
Cc1nc2ccccc2n2c(-c3ccccc3)c3c(=O)n(C)c(=O)n(C)c3c12,2,106,107,102,105,106,5,95
